MBD2 DNA inh = blocks human MBD2 binding to methylated DNA | Q9UBB5 | TR-FRET, MBD2 binding to methylated oligonucleotide | inhibition, % at 4.4 µM | 370,000 tested, 0.31% active | AID 686964; in the data active = inhibition above about 13%
Target sequence (Q9UBB5 whole entry, looked up): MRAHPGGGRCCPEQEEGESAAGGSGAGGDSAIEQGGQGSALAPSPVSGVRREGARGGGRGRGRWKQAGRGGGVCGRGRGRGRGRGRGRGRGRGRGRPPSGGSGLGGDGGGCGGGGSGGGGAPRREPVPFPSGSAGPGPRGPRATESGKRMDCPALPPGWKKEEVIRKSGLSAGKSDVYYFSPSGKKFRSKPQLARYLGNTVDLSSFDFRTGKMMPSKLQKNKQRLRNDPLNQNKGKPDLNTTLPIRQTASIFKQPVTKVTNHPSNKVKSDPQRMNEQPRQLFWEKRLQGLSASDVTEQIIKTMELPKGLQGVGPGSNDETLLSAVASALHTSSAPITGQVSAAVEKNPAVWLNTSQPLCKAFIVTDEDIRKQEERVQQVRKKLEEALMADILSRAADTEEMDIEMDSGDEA
LEDGF integ inh = blocks HIV-1 LEDGF/p75-dependent DNA integration; TR-FRET IN-LEDGF/p75 DNA integration, Eu/Cy5; inhibition, % at 3.7 µM; 370,000 tested, 0.64% active; AID 743269;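 active = inhibition above the screen-wide mean plus 3 SD, cut at about 13% in these data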;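 note: signal is the Cy5 over europium emission ratio at 671 and 618 nm; 0% = plate median of compound wells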
TCR-CD3 inh = human TCR-CD3 binding inhibition. 360,000 tested, 0.37% active. inhibition, % at 9.4 µM. TAMRA-labeled TCR probe fluorescence, biochemical; in the data active = inhibition above about 19%;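 note: recombinant mutant TCR 2C K166C tagged with TAMRA read by polarization; 0% = receptor in buffer alone and 100% = receptor with positive control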
NR1D1 modulator = Rev-erb alpha (human) modulation; P20393; Rev-erbα–FITC-DNA binding, fluorescence polarization, 90 min; activity, % at 10 µM; 370,000 tested, 0.79% active; AID 1259318;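 active = activity above about 14%, limit read from the data; passing the limit was not always enough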;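 note: 0% = DMSO wells with 35 nM protein and 100% = DMSO wells with 750 nM protein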
HTRA1 inh = blocks human HTRA1 serine peptidase. Q92743. recombinant HTRA1, FP-rhodamine activity-based probe, fluorescence polarization. inhibition, % at 5.96 µM. 340,000 tested, 0.5% active; in the data active = inhibition above about 36%;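 note: 0% = enzyme with DMSO and 100% = wells lacking enzyme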
UHRF1 MBD2 ctr = UHRF1 methyl-DNA binding inhibition. inhibition, % at 4.4 µM. UHRF1 binding to methylated oligo, TR-FRET. AID 687016. 370,000 tested, 0.75% active; in the data active = inhibition above about 21%;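 note: UHRF1 SRA domain binding a hemimethylated CpG hairpin DNA probe; 0% = median of test compound wells and 100% = reference inhibitor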
rCAG RNA binder = r(CAG) repeat RNA binding; TO-PRO-1 dye displacement fluorescence; inhibition, % at 3 µM; 370,000 tested, 1.3% active; AID 651821;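 active = inhibition above the plate cutoff, the mean of all test compounds on that plate plus 3 SD, cut at about 35% in these data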;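 note: 0% = DMSO alone and 100% = 100 µM mitoxantrone as full dye displacement; higher means more dye released from RNA so lower well fluorescence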
PG9 Ab binder = PG9 antibody binding by small molecule; TR-FRET gp120-PG9 antibody binding; inhibition, % at 6.7 µM; 360,000 tested, 0.43% active; AID 624416; in the data active = inhibition above about 8.5%
ABHD4 inh = inhibits mouse alpha/beta hydrolase domain 4; AID 720543; inhibition, % at 8.92 µM; purified mABHD4, FP-Rh probe fluorescence polarization; 370,000 tested, 0.54% active; Q8VD66;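 active = inhibition exceeding the mean over every tested compound plus 3 SD, cut at about 30% in these data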;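 note: 0% = plate median of compound wells and 100% = S159A mutant with DMSO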
Target sequence (Q8VD66 whole entry, looked up, the tested form may be a part): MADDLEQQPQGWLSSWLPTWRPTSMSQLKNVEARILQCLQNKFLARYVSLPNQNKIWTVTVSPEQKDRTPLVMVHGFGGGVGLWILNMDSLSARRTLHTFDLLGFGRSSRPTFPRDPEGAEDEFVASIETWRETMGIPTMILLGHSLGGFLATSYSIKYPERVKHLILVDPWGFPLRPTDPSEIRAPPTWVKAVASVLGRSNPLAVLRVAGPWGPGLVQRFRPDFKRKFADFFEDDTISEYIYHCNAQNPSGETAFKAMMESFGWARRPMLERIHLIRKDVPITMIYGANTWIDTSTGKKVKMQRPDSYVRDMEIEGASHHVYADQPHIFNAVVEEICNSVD
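Test system: mABHD4 protein; Read-out basis: % inhibition; Incubation: 45 min + 60 min at 25 °C; Repeats: single replicate; Technique: fluorescence polarization with parallel and perpendicular emission, 525/598 nm; Compound: 8.92 µM, single dose; Benchmarks: full inhibition S159A mutant plus DMSO, zero as sample-well median.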
PRMT1 inh = blocks human protein arginine methyltransferase 1 | AID 652257 | Q99873 | 370,000 tested, 1.3% active | recombinant PRMT1, activity-based probe fluorescence polarization | inhibition, % at 2.79 µM;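 active = inhibition above about 21% made by adding two undisclosed values, limit read from the data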
An asterisk follows results filed as active; . = not tested or not shown; & = joins results of further samples. Some of the compounds tested (hit frequency here may not be typical).

Preview:
SMILES | MBD2 DNA inh | LEDGF integ inh | TCR-CD3 inh | NR1D1 modulator | HTRA1 inh | UHRF1 MBD2 ctr | rCAG RNA binder | PG9 Ab binder | ABHD4 inh | PRMT1 inh
FC(F)(F)c1cc(-c2ccccc2)nc2nc(N3CCOCC3)sc12 | -3 | 3 | -5 | 24* | -4 | 0 | -1 | 1.1 | -5 | -3
CC(C)OC(=O)c1ccc(N)cc1 | -4 | 2 | 10 | 2 | -4 | 1 | -2 | -0.8 | 0 | 1
CCCc1nn2c(=O)cc(O)nc2s1 | 0 | -2 | -1 | 3 | 4 | 2 | 4 | 1.0 | 3 | 0
COc1ccccc1NC(=O)CCC(=O)OCc1cccc([N+](=O)[O-])c1 | -10 | 1 | 2 | 5 | 7 | -3 | -3 | 0.8 | -1 | -7
Cc1ccc(S(=O)(=O)N2CCN(C(=O)COC(=O)c3cncc(Br)c3)CC2)c(C)c1 | -1 | 0 | -5 | 0 | -5 | -4 | 3 | -1.1 | 8 | -4
N#CCCn1c(Cl)nc2ccccc21 | 2 | 3 | -2 | -4 | 11 | 2 | 2 | -0.1 | -6 | -2
CC(C)c1[nH]nc2c1C(c1ccccc1)NC2=O (stereo not drawn) | 2 | 0 | 1 | 1 | . | 0 | 1 | -2.5 | 0 | -4

The listing, previewed entries included:
SMILES | MBD2 DNA inh | LEDGF integ inh | TCR-CD3 inh | NR1D1 modulator | HTRA1 inh | UHRF1 MBD2 ctr | rCAG RNA binder | PG9 Ab binder | ABHD4 inh | PRMT1 inh
FC(F)(F)c1cc(-c2ccccc2)nc2nc(N3CCOCC3)sc12 | -3 | 3 | -5 | 24* | -4 | 0 | -1 | 1.1 | -5 | -3
CC(C)OC(=O)c1ccc(N)cc1 | -4 | 2 | 10 | 2 | -4 | 1 | -2 | -0.8 | 0 | 1
CCCc1nn2c(=O)cc(O)nc2s1 | 0 | -2 | -1 | 3 | 4 | 2 | 4 | 1.0 | 3 | 0
COc1ccccc1NC(=O)CCC(=O)OCc1cccc([N+](=O)[O-])c1 | -10 | 1 | 2 | 5 | 7 | -3 | -3 | 0.8 | -1 | -7
Cc1ccc(S(=O)(=O)N2CCN(C(=O)COC(=O)c3cncc(Br)c3)CC2)c(C)c1 | -1 | 0 | -5 | 0 | -5 | -4 | 3 | -1.1 | 8 | -4
N#CCCn1c(Cl)nc2ccccc21 | 2 | 3 | -2 | -4 | 11 | 2 | 2 | -0.1 | -6 | -2
CC(C)c1[nH]nc2c1C(c1ccccc1)NC2=O (stereo not drawn) | 2 | 0 | 1 | 1 | . | 0 | 1 | -2.5 | 0 | -4
CC1(c2nnnn2-c2ccc3c(c2)OCCO3)CCC(=O)N1CCc1c[nH]c2ccccc12 (stereo not drawn) | 2 | 2 | 5 | -9 | . | 0 | 3 | -4.0 | 0 | -1
Cn1cnc([N+](=O)[O-])c1Sc1nc2ccccc2[nH]1 | 6 | -5 | -4 | 1 | . | 2 | -4 | -0.8 | 0 | 4
CCOc1ccc2[nH]c(C)c(CN3CCCCC3)c(=O)c2c1 | -2 | -1 | -1 | -2 | -6 | 0 | -2 | 1.0 | 1 | -2
C#CCN(Cc1cccc(F)c1)C(=O)c1nnc2c3ccccc3n(S(=O)(=O)c3ccc(C)cc3)c2n1 | -3 | 1 | 6 | 10 | . | 0 | 7 | 1.0 | 8 | 1
O=C(c1cccs1)N1CCN(Cc2cccc([N+](=O)[O-])c2)CC1 | 2 | 1 | 4 | -4 | 1 | 2 | -6 | -0.6 | 16 | 0
Cc1ccc(C=NNc2ccc([N+](=O)[O-])cn2)cc1 | -1 | -1 | 4 | -7 | -5 | -2 | 10 | -2.9 | 13 | -1
COc1cc(NC(=O)COc2cccc3c2OC(C)(C)C3)cc(OC)c1OC | 8 | -2 | -5 | 9 | -1 | 3 | -2 | 1.6 | 6 | 5
COc1cc(CN(C)CC(=O)c2[nH]c(C)c(C(C)=O)c2C)ccc1OC(F)F | -2 | 1 | -7 | -3 | -5 | 2 | -5 | -1.5 | -6 | 2
CCN(Cc1ccncc1)C(=O)c1ccc2c(c1)S(=O)(=O)c1ccccc1C2=O | -2 | -4 | 2 | 0 | 1 | -2 | -4 | -0.5 | 1 | 0
O=C(Nc1nnc(SCc2cccnc2)s1)C1CC(=O)N(c2ccccc2)C1 (stereo not drawn) | -4 | 2 | 3 | -1 | 1 | -5 | 2 | -3.4 | 4 | -1
CCc1nc2ccc(C(=O)NCCOc3ccc(OC)cc3)cn2c1N(C)C(=O)Cc1ccccc1 | 3 | -3 | -2 | -2 | . | 1 | -1 | 1.4 | 6 | 4
CCOC(=O)c1c(NC(=O)c2ccc(N3C(=O)[C@@H]4[C@H](C3=O)[C@H]3C=C[C@@H]4C3)cc2)sc2c1CCCC2 | -5 | -2 | 8 | 4 | 2 | -3 | 3 | -0.9 | -9 | -2
Cc1nn(C)c(C)c1/C=C(/C(=O)C(C)(C)C)n1cncn1 | 0 | 5 | 6 | 5 | -1 | -2 | -1 | -2.2 | 0 | -3
COc1ccc(CNC(=O)C2CCCN2S(=O)(=O)c2ccc(F)cc2)cc1 (stereo not drawn) | 0 | -2 | -12 | -1 | 1 | 0 | -2 | 2.6 | -2 | 6
CCCCNC(=O)c1cc2nc(-c3ccc(OC)cc3)cc(C(F)(F)F)n2n1 | 2 | -1 | -6 | -4 | -14 | 1 | 0 | 3.3 | -3 | 3
CC1=Nc2ccccc2N=C(NC(=O)CN2CCN(c3ccccc3)CC2)C1c1ccccc1 (stereo not drawn) | -1 | -2 | -1 | -7 | 4 | 2 | -3 | -1.3 | -2 | 5
CCN(CC(=O)Nc1cccc(OC)c1)c1ncnc2sc(C)c(C)c12 | 1 | -3 | 4 | 1 | -15 | 0 | -4 | -0.4 | -9 | 0
CCOC(=O)c1cnc(SCC(=O)Nc2cc(OC)cc(OC)c2)nc1N | 4 | -3 | 2 | 2 | -4 | -4 | 0 | -1.1 | 6 | 3
CCOC(=O)c1sc(NC(=O)COc2ncnc3ccccc23)c(C(=O)OCC)c1C | 1 | -3 | 5 | 14 | -2 | -3 | 7 | -0.3 | -4 | -1
CC(C)c1csc(CN2CCN(Cc3ccc(F)c(F)c3)C(CCO)C2)n1 (stereo not drawn) | -3 | -2 | -1 | 1 | -2 | -2 | -10 | 0.5 | 2 | -2
O=C(O)CN1C(=O)C2C3C=CC(C2C1=O)C1C(=O)N(CC(=O)O)C(=O)C31 (stereo not drawn) | 5 | -4 | -5 | -1 | 2 | 4 | 0 | -1.1 | 4 | 5
O=C(NCc1nc2ccccc2[nH]1)c1cccc(S(=O)(=O)N2CCCCC2)c1 | 0 | 2 | -1 | 3 | 1 | 1 | -3 | -0.3 | 1 | 3
COc1ccc(N2C(=O)CCC2=O)c(OC)c1 | 1 | 9 | -1 | -1 | 2 | 2 | 2 | 0.9 | -10 | -8
COc1cccc(-c2c(C(=O)O)cc(O)c3ccc(OC)cc23)c1 | -3 | 2 | -1 | 3 | 3 | 3 | 6 | -0.4 | 6 | -4
Cc1ccc(-c2noc(CCC(N)=O)n2)cc1 | -6 | -2 | 6 | -3 | 12 | -3 | 1 | 1.3 | 0 | 1
Cc1ccccc1NC(=O)c1ccc2ccccc2c1 | -3 | -1 | 6 | 2 | -11 | -3 | 2 | 0.5 | -12 | -3
CSc1ncc(Cl)c(C(=O)NCc2cccnc2)n1 | 3 | -1 | 5 | 1 | 3 | -1 | 2 | -2.9 | -1 | 0
Cc1nc(NC(=O)COC(=O)c2ccc(S(=O)(=O)N3CCc4ccccc4C3)cc2)c(Cl)cc1Cl | 2 | 2 | -4 | 4 | 4 | -1 | 3 | -1.4 | 8 | 1
C/C(=N\NC(=O)c1ccc(N(C)C)cc1)c1ccc(C)cc1C | -1 | 1 | -6 | -3 | -3 | -1 | 4 | -2.0 | 3 | 1
CS/C(=N\S(=O)(=O)c1cccs1)Nc1ccc(N2CCOCC2)cc1 | 2&-3 | -2&2 | 3&1 | 3&0 | -3&3 | -2&1 | 0&-2 | -1.0&-0.9 | 4&0 | 0&-4
O=C(N/N=C/c1c(O)ccc2ccccc12)c1cccnc1 | 2 | -9 | 7 | -11 | 31 | -5 | 3 | -4.6 | 30* | -6
CCCCP(=O)(CCCC)CCP(=O)(c1ccccc1)c1ccccc1 | 1 | -6 | -1 | -2 | 4 | 0 | -9 | -1.9 | 2 | 4
COc1ccc2c(c1)Sc1ccccc1N2 | 1 | -5 | -1 | 1 | 19 | 17 | 3 | -7.5 | 41* | 16
COc1ccc(CNc2nc3nc(C)cc(C)n3n2)cc1 | 3 | 0 | -1 | -2 | 3 | 0 | -7 | -1.1 | 8 | 4
CCc1nc(SCC(=O)N2CCN(C(=O)c3ccco3)CC2)c2c3c(sc2n1)CCCC3 | 4 | 0 | -1 | 0 | -1 | -3 | -2 | -1.3 | -6 | -3
Cc1cc(C)nc(SCC(=O)N(C)CC(=O)Nc2c(Cl)cccc2Cl)n1 | 0 | -1 | -3 | 3 | 1 | 2 | -2 | -0.5 | -3 | 7
O=S1(=O)N[C@H](Cc2ccccc2)COc2cccc(N3CCCC3)c21 | -8 | 3 | -9 | 0 | . | -1 | -1 | 1.1 | 4 | 0
Cc1nc2n[nH]c(N)c2c2c1COC(C)(C)C2 | -2 | -2 | 7 | -7 | 7 | -3 | -2 | -2.3 | 0 | 0
O=C(C(Cc1ccccc1)n1cccc1)N1CCN(c2ccccc2)CC1 (stereo not drawn) | 5 | 2 | -1 | 5 | -2 | -2 | 2 | -1.8 | -11 | -9
O=C(Cn1cnc2cc([N+](=O)[O-])ccc2c1=O)Nc1ccccc1Cl | 1 | -1 | 1 | 1 | -9 | -1 | 5 | -3.1 | 2 | -1
Cc1ccc(Cn2c(N/N=C/c3ccncc3)nc3c2c(=O)n(C)c(=O)n3C)cc1 | -2 | 2 | 10 | 4 | 0 | -1 | 19 | -1.9 | 11 | 1
O=C(Cc1ccccc1)NN=C1CCCC1 | 3 | -2 | 1 | -3 | -5 | 1 | 1 | 0.9 | 8 | 3
COc1ccccc1C(=O)NCCC(=O)N1CCN(c2ccc(C(F)(F)F)cn2)CC1 | -2 | 3 | 4 | -9 | -4 | -2 | -8 | -0.2 | -3 | 0
CCOC(=O)C1Nc2c(F)cc(C)cc2C2c3ccccc3CC12 (stereo not drawn) | -1 | -2 | 1 | 109* | -12 | -2 | 2 | -2.6 | 3 | 0
O=C(COC(=O)c1ccccc1C(=O)c1ccccc1)c1ccco1 | -2 | 3 | 0 | 1 | 5 | 5 | -5 | 0.8 | 7 | -4
